MEX-5 binding: C. elegans MEX-5 TCR-2 RNA binding activity. 0.38% of 300,000 active. activity score (negative = inhibition of binding), % at 10 µM. Q9XUB2. MEX-5/FITC-TCR2 RNA binding, fluorescence polarization; hits give low values;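 active means inhibition past about -25% in most replicates, and total fluorescence under double the plate's negative control median, limit read from the data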;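 further: 0% = DMSO and -100% = 5 µM competing unlabeled TCR2 RNA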
GLD-1 TGE inh: GLD-1-TGE RNA interaction inhibition (C. elegans) | 0.44% of 320,000 active | inhibition, % at 5.96 µM | purified GLD-1 + fluorescein TGE RNA, fluorescence polarization;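 active means percent inhibition above a per-plate cutoff, the plate mean of test compounds plus 3 SD, cut at about 30% in these data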;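 further: 0% = DMSO wells with GLD-1 and probe and 100% = wells lacking GLD-1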
Target sequence (Q17339 whole entry, looked up): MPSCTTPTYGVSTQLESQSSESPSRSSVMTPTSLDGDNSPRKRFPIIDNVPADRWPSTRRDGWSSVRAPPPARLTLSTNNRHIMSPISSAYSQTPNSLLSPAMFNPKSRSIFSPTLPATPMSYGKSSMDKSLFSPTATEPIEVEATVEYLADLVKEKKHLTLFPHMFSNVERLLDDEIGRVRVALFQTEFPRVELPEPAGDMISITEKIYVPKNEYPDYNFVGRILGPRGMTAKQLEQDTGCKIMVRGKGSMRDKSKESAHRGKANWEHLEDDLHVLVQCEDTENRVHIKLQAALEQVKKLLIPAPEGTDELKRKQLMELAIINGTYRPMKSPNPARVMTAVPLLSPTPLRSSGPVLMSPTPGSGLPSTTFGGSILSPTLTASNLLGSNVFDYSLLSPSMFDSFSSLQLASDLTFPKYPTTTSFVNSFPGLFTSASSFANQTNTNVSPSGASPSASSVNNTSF
PAD4 inh: PAD4 (human) enzyme inhibition; Q9UM07; recombinant PAD4, RCA probe fluorescence polarization; inhibition, % at 6.36 µM; 0.41% of 330,000 active; AID 485272;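 active means percent inhibition above a cutoff equal to the mean of all tested compounds plus 3 SD, cut at about 15% in these data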;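 further: 0% = PAD4 with RCA probe and DMSO and 100% = probe without PAD4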
MCL1 BIM primary: disrupts human MCL1 binding to BIM-BH3 peptide; Q07820; GST-MCL1 / FITC-Bim-BH3 fluorescence polarization; inhibition, % at 10.9 µM; 0.68% of 320,000 active;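 active means inhibition above the mean inhibition of all tested compounds plus 3 SD, set per campaign, cut at about 40% in these data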;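 further: 0% = DMSO wells and 100% = unlabeled Bim-BH3 peptide control; higher means more loss of mP so more displacement of Bim peptide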
TPT1 inhibitor: blocks Candida albicans tRNA 2'-phosphotransferase | inhibition, % at 5 µM | 0.81% of 300,000 active | recombinant caTPT1, FP RNA substrate dephosphorylation | AID 1962;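 active means inhibition above the mean of all tested compounds plus 3 SD, set per screening campaign, cut at about 24% in these data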;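 further: plate controls were DMSO alone for no effect and ferristatin control at 100 nM for full effect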
BCLXL inh: blocks human Bcl-xL binding to Bim BH3 peptide. inhibition, % at 10.9 µM. Q07817. 0.7% of 320,000 active. GST-Bcl-xL / FITC-Bim BH3 peptide fluorescence polarization. AID 2129;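 active means inhibition above the mean of all tested compounds plus 3 SD, cutoff set per campaign, cut at about 30% in these data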;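 further: 0% = DMSO wells and 100% = unlabeled Bim-BH3 peptide competitor; inhibitors lower millipolarization by displacing the labeled peptide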
Target sequence (Q07817 whole entry, looked up): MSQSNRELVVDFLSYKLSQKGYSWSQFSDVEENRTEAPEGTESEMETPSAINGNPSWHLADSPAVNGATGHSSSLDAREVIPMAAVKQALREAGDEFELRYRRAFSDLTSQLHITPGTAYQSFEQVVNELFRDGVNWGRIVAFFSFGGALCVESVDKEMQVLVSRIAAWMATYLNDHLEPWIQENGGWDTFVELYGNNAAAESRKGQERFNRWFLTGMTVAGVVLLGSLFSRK
GSTO1 inh: blocks human GSTO1 in RBBP9 counter-screen | recombinant GSTO1, activity-based probe fluorescence polarization | inhibition, % at 5.96 µM | 1.1% of 300,000 active;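 active means inhibition above the campaign mean inhibition plus 3 SD, cut at about 35% in these data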;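 further: 0% = GSTO1-1 with DMSO and 100% = wells lacking GSTO1-1 enzyme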
Target sequence (P78417 whole entry, looked up): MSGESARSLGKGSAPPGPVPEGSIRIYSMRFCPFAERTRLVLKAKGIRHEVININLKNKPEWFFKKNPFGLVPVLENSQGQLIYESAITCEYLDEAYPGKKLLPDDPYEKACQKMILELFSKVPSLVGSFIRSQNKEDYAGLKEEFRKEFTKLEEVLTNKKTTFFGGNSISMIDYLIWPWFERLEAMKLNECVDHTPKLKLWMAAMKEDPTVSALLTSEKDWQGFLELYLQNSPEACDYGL
PME-1 primary: blocks human protein phosphatase methylesterase 1 | Q9Y570 | recombinant PME-1, FP-Rh probe fluorescence polarization | inhibition, % at 5.9 µM | 0.53% of 320,000 active;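 active means inhibition above the campaign mean of all compounds plus 3 SD, cut at about 26% in these data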;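 further: competitive labeling of PME-1 active site by serine hydrolase directed probe; 0% = PME-1 with DMSO and 100% = wells lacking PME-1 enzyme; inhibitors block probe labeling so polarization falls and inhibition rises; many of its hits are not listed in these tables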
Fam108B counter: Fam108B inhibition, counter-screen for RBBP9 inhibitors | recombinant Fam108B, FP-Rh probe fluorescence polarization | inhibition, % at 9.51 µM | 0.33% of 300,000 active | AID 1947;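 active means inhibition above the screen mean inhibition plus 3 SD, computed separately per campaign, cut at about 18% in these data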;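 further: inhibitors lower polarization as less probe binds the enzyme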
Starred values were filed as active, the others as inactive; · = no result given.

Structure | MEX-5 binding | GLD-1 TGE inh | PAD4 inh | MCL1 BIM primary | TPT1 inhibitor | BCLXL inh | GSTO1 inh | PME-1 primary | Fam108B counter
CCc1cc(CNC(=O)c2ccc3nc(Cc4ccc(OC)c(OC)c4)oc3c2)on1 | -0.5 | 4 | 3 | -4 | 2 | 0 | 5 | -2 | -2
O=C(c1cc(S(=O)(=O)N2CCOCC2)ccc1Cl)N1CCOCC1 | -1.1 | 7 | -6 | 8 | 0 | 4 | 3 | 3 | -7
CN1C(=O)CC(C(=O)O)SC1=Nc1cc(Cl)cc(Cl)c1 (configuration not stated) | 0.9 | 3 | -4 | 6 | 0 | -1 | -3 | 1 | -3
Cc1c(NC(=O)c2cc3c(s2)CCCC3)c(=O)n(-c2ccccc2)n1C | -0.4 | 0 | 0 | -1 | -1 | 3 | 5 | -1 | 0
CCOC(=O)c1c(C)c(C(=O)Nc2ccc(N(C)C)cc2)c(C)n1CC | -0.2 | 7 | -2 | -2 | -1 | -5 | 0 | 1 | 4
COc1ccc(/C=N/Nc2nc(N3CCCC3)nc(N3CCCC3)n2)c(OC)c1OC | -3.0 | 8 | 3 | 3 | -3 | 2 | 1 | -4 | 0
COc1cc(C)ccc1Oc1nc(-c2ccccc2O)nc2ccccc12 | 4.0 | -1 | -5 | 2 | -3 | -4 | 2 | -5 | -5
O=C(CN1CCCCC1)N1CCc2ccccc21 | 0.0 | 1 | 0 | 6 | -1 | 1 | 4 | 3 | -3
CCOC(=O)[C@@H]1[C@H]2COc3ccc(Br)cc3[C@H]2N2C(=O)N(c3ccc(Br)cc3)C(=O)[C@]12C | 1.8 | 0 | 7 | 5 | 0 | 1 | 0 | 1 | -5
O=C(Cc1cccs1)N/N=C/C(Cl)=C/c1ccccc1 | -3.4 | -6 | 5 | -4 | 0 | -5 | -4 | 0 | 1
Cc1ccc(CNC(N)=S)cc1 | 0.7 | -3 | -3 | 11 | 0 | -1 | -5 | -1 | 1
C/C=C/C(=O)OCC(=O)Nc1nc2ccc(C)cc2s1 | -0.7 | 0 | -3 | -1 | 1 | 0 | 12 | -8 | -2
O=C(/C=C/c1ccco1)N(c1ccccn1)c1ccccn1 | -2.4 | 10 | 5 | 56* | 1 | 24 | 42* | -10 | 3
CCc1ccc(-n2c(=O)c3c(C)c(C)sc3n(CC(=O)NCC3CCCO3)c2=O)cc1 (configuration not stated) | 1.1 | 0 | -4 | 4 | 2 | 8 | -6 | 1 | 0
COc1ccc(OCCCC(=O)Nc2cccnc2)cc1 | -3.5 | -4 | -3 | 2 | -5 | 4 | 0 | 3 | 6
O=C(OC1CCCCC1=O)c1cc(Cl)ccc1[N+](=O)[O-] (configuration not stated) | -0.4 | 2 | -7 | -7 | -8 | 1 | -3 | -6 | 0
CC1(C)CC(=O)C(C=Nc2ccc3[nH]ncc3c2)=C(O)C1 | 1.0 | 7 | 1 | 7 | -2 | 11 | 0 | 6 | -1
CC(=O)N1c2ccc3ccccc3c2C2C=CCC2C1c1ccc(Br)cc1 (configuration not stated) | · | 41* | -9 | 32 | 36* | 37* | -15 | -4 | 2
Cc1ccc2c(c1)N(CC(=O)NCCCN1CCOCC1)C(=O)c1cccnc1O2 | -5.1 | 4 | 2 | 7 | -2 | -2 | 6 | 4 | -3
Cc1ccc(C(=O)N/C(=C\c2cccs2)C(=O)N2CCOCC2)cc1C | -1.1 | -2 | 1 | 2 | -2 | 1 | 3 | 4 | 0
Cc1c(NC(=O)c2c(N)n(-c3ccccc3)c3nc4ccccc4nc23)c(=O)n(-c2ccccc2)n1C | -0.7 | 2 | -5 | 3 | -3 | 3 | 2 | 0 | -3
Cc1nc(N2CCN(C(=O)c3ccco3)CC2)c(C#N)c2c1CCCC2 | 1.6 | 1 | -5 | -3 | -2 | 3 | -4 | 6 | -2
CCn1c(CNC(=O)c2ccco2)nnc1SCC(=O)Nc1cc(F)ccc1C | -0.1 | 2 | 0 | 0 | -1 | 2 | 4 | -2 | 0
COc1cccc(/C(C)=N/Nc2ccc(S(=O)(=O)N3CCCCC3)cn2)c1 | · | 7 | -2 | 3 | · | 6 | · | 3 | ·
O=C(Cc1ccccc1)N/N=C/c1ccccc1OCc1ccc(Cl)cc1 | 1.9 | 12 | 1 | 6 | -8 | -6 | -4 | -35 | -34

Complete entries, quoted from the list:
`COc1cc(C)ccc1Oc1nc(-c2ccccc2O)nc2ccccc12` is entered as MEX-5 binding: 4.0; GLD-1 TGE inh: -1; PAD4 inh: -5; MCL1 BIM primary: 2; TPT1 inhibitor: -3; BCLXL inh: -4; GSTO1 inh: 2; PME-1 primary: -5; Fam108B counter: -5
`COc1ccc(OCCCC(=O)Nc2cccnc2)cc1` is entered as MEX-5 binding: -3.5; GLD-1 TGE inh: -4; PAD4 inh: -3; MCL1 BIM primary: 2; TPT1 inhibitor: -5; BCLXL inh: 4; GSTO1 inh: 0; PME-1 primary: 3; Fam108B counter: 6

Other entries.
Structure | MEX-5 binding | GLD-1 TGE inh | PAD4 inh | MCL1 BIM primary | TPT1 inhibitor | BCLXL inh | GSTO1 inh | PME-1 primary | Fam108B counter
Cc1cccc([C@@H]2[C@@H]3C(=O)N(Cc4ccccc4)C(=O)[C@@H]3[C@]3(Cc4ccc(Cl)cc4)C(=O)N(c4ccc(Br)cc4)C(=O)N23)c1 | 4.4 | -8 | 1 | -8 | 2 | 1 | -10 | -13 | -8
COc1cccc(N2CCN(C(=O)C3CCN(S(=O)(=O)c4ccc5c(c4)oc(=O)n5C)CC3)CC2)c1 | -0.4 | 6 | -4 | 11 | -4 | 9 | 11 | -10 | 4
CC(C)C[C@H](NC(=O)Nc1cccc(C(F)(F)F)c1)C(=O)O | 3.2 | 5 | -2 | 7 | -1 | 4 | -3 | -2 | -5
COC(=O)CCCC1=CC2=CC(=O)C(C)(OC(=O)c3cccs3)C(=O)C2=CN1CC1CC1 (configuration not stated) | -3.3 | 16 | 18* | 17 | -3 | 13 | 43* | 2 | 1
CCN1C/C(=C/c2ccc(N3CCOCC3)cc2)C(=O)/C(=C/c2ccc(N3CCOCC3)cc2)C1 | -10 | -54 | -7 | -102 | 99* | -35 | -5 | 1 | 0
O=C(Nc1ccc2c(c1)OCO2)c1ccc2c(c1)S(=O)(=O)c1ccccc1C2=O | 1.1 | 5 | 4 | 2 | -2 | 6 | 1 | 2 | -4
CC(C)(C)NC(=O)C(OC(=O)c1cccs1)c1ccccc1 (configuration not stated) | 0.7 | 2 | -1 | 5 | -2 | 5 | 5 | 2 | 0
CC(=O)C1C(c2ccc(Cl)cc2)c2c(noc2C)CC1(C)O (configuration not stated) | -0.7 | 4 | -3 | -4 | -1 | 3 | -3 | 0 | -1
CCOC(=O)c1sc2ncnc(NCC(c3cccs3)N(C)C)c2c1C (configuration not stated) | 1.2 | -12 | -2 | -12 | 17 | -10 | 1 | 2 | 0
Cc1csc(SCC(=O)NC(=O)NCCC(C)C)n1 | 0.6 | 1 | -3 | -3 | -2 | -3 | 4 | 8 | 4
CSc1ncc(Cl)c(C(=O)NCc2ccc3c(c2)OCO3)n1 | -0.9 | -5 | -7 | -4 | 1 | 2 | -3 | 1 | 1
CN(C)S(=O)(=O)N(CC(=O)Nc1ccc2ccccc2c1)c1ccccc1 | 3.9 | 6 | -8 | 6 | -3 | 4 | -6 | -2 | 4
CN(C)CCCN(C(=O)c1ccco1)c1nc2cc3c(cc2s1)OCO3 | -5.7 | 6 | -2 | -4 | -1 | 3 | -3 | 2 | 1
CC1(C)C(=O)Nc2ccccc2N1C(=O)COC(=O)CCSc1ccccc1 | -1.6 | 6 | 1 | 0 | 3 | 0 | 2 | 4 | 2
COc1ccc(OCC(=O)Nc2cc(-c3nn(C)c(=O)c4ccccc34)ccc2OC)cc1 | 1.9 | 1 | -2 | -12 | -4 | -7 | -2 | -23 | 8
CCOC(=O)N1CCN(C(=O)C(C)NC(=O)c2ccco2)CC1 (configuration not stated) | 5.4 | -1 | -2 | -1 | -2 | 5 | 6 | -4 | -5
O=C(CSC1=NCCN1)NC12CC3CC(CC(C3)C1)C2 | 0.5 | 8 | 0 | -2 | -3 | -2 | -14 | -1 | -6
Cn1ccnc1C1CCCCN1C(=O)c1cc(COc2ccc(F)cc2F)on1 (configuration not stated) | 0.2 | -9 | -2 | 5 | 0 | 0 | 6 | 3 | -4
COc1ccc(S(=O)(=O)NCc2cc(=O)n(C)c(=O)n2C)cc1F | -1.2 | -3 | 1 | -1 | 0 | 4 | 2 | 0 | 2
Nc1nc(SCC(=O)Nc2ccc([N+](=O)[O-])cc2)[nH]c(=O)c1NC(=O)c1ccc(Br)o1 | -1.0 | 1 | -14 | 0 | 4 | 7 | -3 | -1 | -4
COc1cc(OC)c(OC)cc1/C=N/NC(=O)CSc1ccccc1F | 1.1 | 0 | 0 | -6 | 2 | -3 | -1 | 0 | 1
COC(=O)c1ccc(S(=O)(=O)N(Cc2ccccc2)Cc2ccccc2)n1C | -1.1 | -4 | 2 | -5 | 2 | 0 | 5 | 1 | -2
O=C(CS(=O)(=O)c1ccc(Cl)cc1)Nc1nnc(-c2cccs2)o1 | 1.8 | 2 | -7 | 9 | -2 | 8 | 8 | 4 | 1
CN(CC(=O)Nc1c(Cl)cccc1Cl)C(=O)c1cc(S(=O)(=O)N(C)C)ccc1N1CCCC1 | 2.9 | 3 | -3 | 2 | -1 | 6 | 5 | 7 | 3
COc1cccc(NC(=S)N(CCCN2CCC(C)CC2)Cc2cccs2)c1 | 1.9 | 3 | 2 | 10 | -2 | 5 | 8 | -2 | -5

Going on with the list:
Structure | MEX-5 binding | GLD-1 TGE inh | PAD4 inh | MCL1 BIM primary | TPT1 inhibitor | BCLXL inh | GSTO1 inh | PME-1 primary | Fam108B counter
O=C(NCC1CCCO1)c1nc2c(nnn2Cc2ccc(F)cc2)c(=O)[nH]1 (configuration not stated) | 2.1 | -2 | -2 | 1 | -4 | 4 | 0 | 0 | 4
O=c1cccc(-c2ccc(Br)cc2)o1 | -2.1 | 3 | 4 | 6 | -7 | 8 | 0 | 2 | 4
Cc1ccc(CC2C(=O)N(c3cc(Cl)ccn3)C(=O)C2C)cc1 (configuration not stated) | -4.4 | 1 | -3 | 5 | -1 | 6 | 8 | -1 | 2
Cc1cccc(-n2c(O)c(C=Nc3ccccc3)c3ccccc3c2=O)n1 | 3.1 | -2 | -2 | 7 | 2 | 2 | -8 | -8 | -1
C=CCNC(=S)NC1CC(C)(C)NC(C)(C)C1 | 0.7 | 3 | 3 | 16 | -1 | 10 | -4 | 3 | 5
CCC(CC)C(=O)Nc1c2c(nn1-c1ccc(C)cc1)CS(=O)(=O)C2 | 1.4 | 3 | -1 | -7 | -2 | -2 | 2 | -5 | -6
OCCC1CN(CCCc2ccccc2)CCN1CCc1ccccc1 (configuration not stated) | 0.8 | 4 | -1 | 11 | -2 | 2 | 8 | 3 | 4
CCCC(CCC)C(=O)OC1C[C@H]2CC[C@@H](C1)[N+]2(C)C (some centres not stated) | 2.0 | 2 | 4 | 6 | 0 | 6 | 3 | -6 | -3
Cc1cc(S(=O)(=O)Nc2ccc(F)cc2)c(C)s1 | 1.5 | -1 | -1 | 5 | -4 | 1 | 4 | 4 | -4
CC(C)(C)c1nnc(NC(=O)CCS(=O)(=O)Cc2ccccc2)s1 | -1.1 | -7 | -9 | -11 | -1 | -4 | 2 | 0 | -1
COc1ccc(S(=O)(=O)NCc2ccncc2)cc1NC(=O)c1ccccc1C | -2.7 | 5 | 6 | 1 | -1 | 10 | -4 | 4 | 1
CC(C)COC(=O)CCNc1n[nH]c(=O)[nH]c1=O | 1.5 | -7 | -1 | 8 | -5 | 5 | 8 | 6 | 7

Screening results deposited in PubChem BioAssay by several laboratories.

Only part of the results is shown; the hit share may differ from the screen's.
